CR mimetic SO: reduction of superoxide in aged yeast, primary screen, HTS. 330,000 tested, 0.18% active. S. cerevisiae aged cells, superoxide DHE fluorescence; stronger effect = lower value. AID 2690, 2010. superoxide response (% of plate mean), % at 10 µM;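 active = superoxide response under a set limit, about three screen SD below normal, cut at about 65% in these data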;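 also: yeast aged for seven days with compound at 30 °C before DHE staining; 100% = average MFI of all compound-treated wells on the plate with controls excluded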
PP1 inh: PP1-alpha phosphatase inhibitors, primary screen, counter-screen for PP5 inhibitor project, biochemical, fluorescence, OMFP substrate, single point; Serine/threonine-protein phosphatase PP1-alpha catalytic subunit (Homo sapiens), P62136; purified PP1alpha; inhibition, % at 6.7 µM; 320,000 tested, 0.9% active; AID 2235, 2010;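 active = inhibition above the mean inhibition of all tested compounds plus 3 SD, computed separately for each screening campaign, cut at about 15% in these data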
Target sequence (P62136 whole entry, looked up): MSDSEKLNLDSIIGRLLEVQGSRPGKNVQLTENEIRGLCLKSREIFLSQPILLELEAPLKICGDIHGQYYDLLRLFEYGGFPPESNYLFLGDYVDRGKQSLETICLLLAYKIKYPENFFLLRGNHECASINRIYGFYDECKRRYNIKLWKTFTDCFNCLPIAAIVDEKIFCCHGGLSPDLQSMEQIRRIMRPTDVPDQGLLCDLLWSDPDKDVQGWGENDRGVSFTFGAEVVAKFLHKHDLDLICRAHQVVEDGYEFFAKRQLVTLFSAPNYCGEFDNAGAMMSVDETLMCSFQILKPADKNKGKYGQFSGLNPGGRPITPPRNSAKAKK
EBNA-1 inhibitor: EBNA-1 DNA-binding inhibitors, primary screen, biochemical, fluorescence polarization. AID 1950, 2009. 300,000 tested, 0.34% active. inhibition, % at 14.8 µM; in the data active = inhibition above about 28%
ZTA DNA inh: counter-screen for EBNA-1 inhibitors: inhibitors of Epstein-Barr virus ZTA; P03206; ZTA-DNA binding, fluorescence polarization; inhibition, % at 11 µM; 320,000 tested, 0.15% active; AID 2234; in the data active = inhibition above about 33%
Target sequence (P03206 whole entry, looked up): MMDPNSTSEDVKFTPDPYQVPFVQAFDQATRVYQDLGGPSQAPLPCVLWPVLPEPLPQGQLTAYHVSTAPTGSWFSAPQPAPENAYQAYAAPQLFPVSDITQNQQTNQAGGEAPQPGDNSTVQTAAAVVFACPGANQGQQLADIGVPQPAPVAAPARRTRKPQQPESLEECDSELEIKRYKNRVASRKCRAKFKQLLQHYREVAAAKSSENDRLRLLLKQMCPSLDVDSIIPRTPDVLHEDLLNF
CTSL1 counter: Fasciola hepatica cathepsin L1 inhibitors, primary screen, counter-screen for PFM18AAP inhibitor project, biochemical, QFRET, fluorogenic peptide substrate. recombinant F. hepatica cathepsin L1, Z-Leu-Arg-MCA fluorescence. inhibition, % at 5.96 µM. 300,000 tested, 0.49% active. AID 1906, 2009;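 active = inhibition above the mean of all tested compounds plus 3 SD, set per screening campaign, cut at about 17% in these data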;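 also: 0% = plate median of test compound wells and 100% = 1 µM Z-Phe-Ala-diazomethylketone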
JMJD2C inh: inhibitors of GASC-1 histone demethylase, primary screen, biochemical, fluorescence, DELFIA europium; 330,000 tested, 0.069% active; GST-JMJD2C(1-420) H3K9me3 demethylation; inhibition, % at 2.35 µM;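 active = more than half of a compound's replicate wells show inhibition beyond 50%, single wells judged on their own value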;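 also: signal counts dimethyl H3K9 product captured on neutravidin plate; 0% = median of DMSO wells and 100% = 0.3 times that DMSO median; strong numbers were not always called active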
Target sequence (Q9H3R0 1-420 limits assumed): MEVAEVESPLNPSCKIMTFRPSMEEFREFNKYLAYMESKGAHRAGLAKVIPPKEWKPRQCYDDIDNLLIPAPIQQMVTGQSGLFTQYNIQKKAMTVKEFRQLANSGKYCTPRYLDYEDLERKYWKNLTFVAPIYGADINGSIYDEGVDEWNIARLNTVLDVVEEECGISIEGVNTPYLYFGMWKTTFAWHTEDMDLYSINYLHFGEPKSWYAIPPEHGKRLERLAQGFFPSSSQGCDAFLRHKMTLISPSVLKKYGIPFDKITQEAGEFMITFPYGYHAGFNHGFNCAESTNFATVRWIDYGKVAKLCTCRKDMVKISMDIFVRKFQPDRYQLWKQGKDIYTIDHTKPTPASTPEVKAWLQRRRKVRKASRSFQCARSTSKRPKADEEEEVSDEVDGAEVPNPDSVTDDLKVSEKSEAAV
HCV core dimer: inhibitors of HCV core protein dimerization, primary screen, biochemical, TR-FRET, high-throughput; 300,000 tested, 0.33% active; TR-FRET GST/Flag-core106 dimerization, 1536-well; inhibition, % at 5 µM; AID 1899, 2009;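 active = inhibition above the mean of all tested compounds plus 3 SD, set per screening campaign, cut at about 45% in these data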
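System: GST-tagged and Flag-tagged HCV core protein residues 1-106 / Input: core106 proteins, GST 13.5 nM and Flag 17 nM / Buffer or medium: KF-containing HEPES buffer, pH 7.45, DTT, CHAPS, BSA / Probe or stimulus: Eu-anti-GST and XL665-anti-Flag labelled anti-tag antibodies / Schedule: 4 h, 22.5 °C incubation / Technique: TR-FRET 671 and 617 nm emission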
TPT1 inh: Candida albicans TPT1 enzyme inhibitors, primary screen, biochemical, fluorescence polarization | tRNA 2'-phosphotransferase TPT1 (Candida albicans SC5314) | 300,000 tested, 0.81% active | inhibition, % at 5 µM | recombinant caTPT1, FP RNA substrate dephosphorylation;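 active = inhibition above the mean of all tested compounds plus 3 SD, set per screening campaign, cut at about 24% in these data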;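 also: plate controls were DMSO alone for no effect and ferristatin control at 100 nM for full effect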
PP5 primary: PP5 phosphatase inhibitors, primary screen, biochemical, fluorescence. Serine/threonine-protein phosphatase 5 (Homo sapiens), P53041. purified PP5c, OMFP substrate fluorescence. inhibition, % at 6.7 µM. 320,000 tested, 0.18% active. AID 1987, 2009;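 active = inhibition above the campaign's mean inhibition across all tested compounds plus 3 SD, cut at about 9.5% in these data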;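 also: 0% = DMSO only and 100% = 100 µM cantharidin control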
Starred values were filed as active, the others as inactive; . = not tested or not shown. Random draw from the library; any-hit rate near 3.1%.

SMILES	CR mimetic SO	PP1 inh	EBNA-1 inhibitor	ZTA DNA inh	CTSL1 counter	JMJD2C inh	HCV core dimer	TPT1 inh	PP5 primary
S=c1[nH]nc(-c2ccn[nH]2)n1-c1ccccc1Cl	86	-2	6	-9	0	-2	-1	-2	4.9
C=CCN1C(=O)c2ccc(C(=O)OCC(=O)N(CC)C3CCS(=O)(=O)C3)cc2C1=O (stereo not drawn)	111	0	.	-18	.	1	.	.	0.9
CC1CCCC(C)N1/N=C/c1cccc([N+](=O)[O-])c1 (stereo not drawn)	95	-2	3	-4	-2	5	0	1	-1.3
O=C(O)Cc1ccc(NS(=O)(=O)c2c(Cl)cccc2Cl)cc1	88	0	-2	-1	-2	-9	0	2	-1.4
Cc1ccc(S(=O)(=O)N(C)C)cc1NC(=O)CCc1c[nH]c2ccccc12	92	2	-5	3	-2	-2	0	-2	0.4
Cc1ccc(C(=O)NNC(=S)Nc2cccc3ccccc23)s1	97	-5	-1	-11	0	-12	0	1	3.9
O=C1N(Cc2cccnc2)C[C@@H]2C[C@@H](c3ccc4nsnc4c3)N3CCC[C@@]123	122	-3	10	-4	0	4	6	6	2.7
Cn1nc(C(=O)NCC(=O)Nc2ccc(F)c(F)c2F)c2ccccc2c1=O	128	-4	.	12	.	3	.	.	-1.7
COc1ccc(N(CC(=O)O)S(C)(=O)=O)cc1OC	114	-8	-8	-16	-1	5	0	-3	-0.8
O=C(O)CC(Cc1ccccc1)(C(=O)O)c1ccccc1 (stereo not drawn)	98	-6	-6	-3	-5	-1	0	-1	0.0
CCc1cccc(NS(=O)(=O)c2c(C)nc3sc(CC)nn3c2=O)c1	99	-2	4	-9	-7	-4	6	2	2.9
CCOc1ccc(NC(=O)C2CCCN(S(C)(=O)=O)C2)cc1 (stereo not drawn)	99	-1	14	10	-1	3	9	3	0.8
CCOC(=O)N1CCN(S(=O)(=O)c2ccc(Br)cc2)CC1	98	-2	-2	0	1	-8	-6	-4	1.2
Cc1cc(C)n(CC(C)NC(=O)c2cc(COc3c(F)cccc3F)on2)n1 (stereo not drawn)	98	-1	-2	-3	0	53	-4	3	1.0
O=C(CSc1ncn(-c2ccccc2)n1)Nc1nc2c(s1)CCCC2	102	0	-11	2	-4	-27	5	5	3.2
COc1ccc2cc(C(=O)C3CCCN(C(=O)c4cnccn4)C3)ccc2c1 (stereo not drawn)	100	0	-9	-2	5	-2	-3	-2	2.5
CC(=O)c1c(C(C)=O)c(C)n(Cc2ccc(Cl)cc2)c1C	85	-4	2	10	1	1	-2	1	-2.1
Cc1ccc2c(c1)c1nnc(SCC(=O)N3CCN(c4ccc(F)cc4)CC3)nc1n2CC(=O)O	102	0	-9	12	4	27	13	16	-3.3
CCc1ccc(OCC(=O)NC(=S)Nc2ccc(S(=O)(=O)NC3CCCCC3)cc2)cc1	99	4	4	12	-2	6	24	-1	1.8
COC(=O)c1ccccc1NC(=O)CN(c1ccc(OC)cc1)S(C)(=O)=O	105	2	3	7	-2	2	1	-1	3.9

Three compounds out of the list, ordered by SMILES length, highest first:
SMILES	CR mimetic SO	PP1 inh	EBNA-1 inhibitor	ZTA DNA inh	CTSL1 counter	JMJD2C inh	HCV core dimer	TPT1 inh	PP5 primary
O=C1N(Cc2cccnc2)C[C@@H]2C[C@@H](c3ccc4nsnc4c3)N3CCC[C@@]123	122	-3	10	-4	0	4	6	6	2.7
Cn1nc(C(=O)NCC(=O)Nc2ccc(F)c(F)c2F)c2ccccc2c1=O	128	-4	.	12	.	3	.	.	-1.7
CCOC(=O)N1CCN(S(=O)(=O)c2ccc(Br)cc2)CC1	98	-2	-2	0	1	-8	-6	-4	1.2

The results go on.
SMILES	CR mimetic SO	PP1 inh	EBNA-1 inhibitor	ZTA DNA inh	CTSL1 counter	JMJD2C inh	HCV core dimer	TPT1 inh	PP5 primary
Cc1cccc(NC(=O)c2sc3nc(-c4ccc(F)cc4)cn3c2C)n1	108	-4	2	4	-1	0	-13	24	1.6
CCn1cc(C(=O)NC(C)C2CC3CCC2C3)cn1 (stereo not drawn)	120	0	2	-8	4	-13	0	2	-1.3
COc1ccc(-n2c(SCC(=O)NCc3cccs3)nnc2-c2ccoc2C)cc1	103	2	0	-6	7	3	4	-4	1.1
CC1c2cc3c(cc2CCN1C(=O)c1ccc(Br)cc1)OCCCO3 (stereo not drawn)	95	2	-1	8	-5	-8	7	2	4.0
CCCC(=O)Nc1nnc(CCN2CCCCC2)s1	131	0	10	4	-1	0	1	0	0.8
O=C(Nc1cccc(NC(=O)c2ccccc2Cl)c1)c1ccc([N+](=O)[O-])o1	124	9	-14	2	6	4	6	5	5.0
Cc1cc(S(=O)(=O)N2CCN(c3ccccc3C)CC2)ccc1F	100	2	4	-3	3	1	10	-5	3.3
CS(=O)(=O)N(CCc1ccccc1)CC(=O)Nc1ccc(Br)cc1F	109	1	-8	-11	-2	-9	-3	1	-0.4
CCC(Sc1nc2ccccc2c(=O)[nH]1)C(=O)O (stereo not drawn)	96	5	-6	4	-1	5	-2	1	-1.5
CC(C)n1cc(CN2CCCC(CO)(Cc3cccc(Cl)c3)C2)cn1 (stereo not drawn)	98	-1	-2	-3	1	-14	-4	1	2.7
O=C(NCC1CCCO1)C(=Cc1cccc([N+](=O)[O-])c1)C(=O)NCC1CCCO1 (stereo not drawn)	115	-7	-11	-12	-3	1	-11	2	2.2
CC(=O)/C=C(\C)Nc1ccc(-c2cnc(-c3ccccc3)o2)cc1	106	2	-10	-2	2	5	4	2	3.6
CSc1nsc(SC)c1C(N)=O	98	-1	0	4	0	0	3	-4	1.3
COc1ccc(C(CNC(=O)C(C)Oc2ccc(Br)cc2)N2CCCC2)cc1 (stereo not drawn)	89	-2	1	-7	1	-7	-6	2	1.2
CCn1cc(C(=O)N[C@@H](CCSC)C(=O)NC(C)(C)CO)c(=O)c2cc3c(cc21)OCO3	88	1	3	12	-5	-24	3	-6	3.1
COc1ccccc1C(=O)ON=C1c2ccccc2-c2ccccc21	110	-2	8	10	12	-12	3	-1	0.3
Cc1ccc(C)c(N2CCN(C(=O)Cc3cn(C)c4ccccc34)CC2)c1	106	-1	-2	7	1	13	10	-1	4.0
CC1=C(C(=O)OCc2ccccc2)C(c2ccccc2OS(=O)(=O)c2ccccc2[N+](=O)[O-])NC(=O)N1CCCC(=O)O (stereo not drawn)	107	9	-7	4	4	-4	5	-2	-3.3
O=[N+]([O-])c1ccc(O)c(C=Nc2ccc3c(c2)OCCO3)c1	106	2	-5	4	1	15	-5	4	1.8
CSCCC(NC(=O)c1ccc([N+](=O)[O-])cc1Cl)C(=O)OCC(=O)NCC(F)(F)F (stereo not drawn)	107	-4	-16	-9	-7	1	-11	-2	4.1
C/C(=N\NC(=O)c1c(Cl)cnn1C)c1cccc(NC(=O)c2ccc(C)cc2)c1	108	1	4	6	0	4	6	-2	-0.4
COc1ccc(S(=O)(=O)NC2CC3CCC2C3)cc1 (stereo not drawn)	89	-2	-8	7	0	6	5	-6	-1.5
CCOc1ccccc1N(CC(=O)Nc1cccc(OC)c1)S(=O)(=O)c1ccccc1	100	1	5	11	-4	5	-1	2	3.6
CCN(c1ccccc1)S(=O)(=O)c1cccc(C(=O)NCc2ccccc2CN2CCOCC2)c1	95	-1	.	0	.	3	.	.	4.5
O=C(c1ccco1)N1CCN(Cc2nnnn2CCc2ccccc2)CC1	93	2	6	-4	-2	0	-9	-5	2.0
COc1ccc(-n2c(C)nc(N)c2C(=O)c2ccccc2)cc1	105	1	-4	-17	9	5	0	-1	2.5
O=C(NCc1ccccc1)c1sc(=S)n2c1[nH]c(=O)c1ccccc12	119	4	0	-2	-1	-11	0	-1	0.6
Cc1cc(C)cc(NC(=O)C2CCCN(c3nccc(C)n3)C2)c1 (stereo not drawn)	93	4	2	6	1	7	0	4	-0.1
O=C(OCc1ccco1)c1cccnc1	128	-1	3	7	-1	-1	9	-3	-0.6
CC(=O)NN1C(=O)c2ccccc2NC1c1cccc([N+](=O)[O-])c1 (stereo not drawn)	93	-4	17	8	-2	4	6	-2	-3.3
Cc1cc(C)nc(SCCS(=O)(=O)Cc2ccc(Cl)cc2)n1	111	-5	-9	2	-6	1	5	4	2.5
COCCN1C(=O)C(=O)/C(=C(/O)c2cccc(OC)c2)C1c1ccc(C)o1 (stereo not drawn)	113	-1	-3	7	-6	3	3	4	-1.2
CCN(CC)C(=O)Nc1ccc(C(=O)OC)cc1	113	-3	-2	15	0	17	0	3	-0.3
Cc1ccc(C)c(C2C(=O)c3ccccc3C2=O)c1	125	7	-17	3	-4	-18	-10	1	2.8
COC(=O)c1ccccc1NC(=O)CCCn1nc([N+](=O)[O-])cc1C	85	-2	7	9	-1	2	-2	0	0.9
CC(=O)Nc1cccc(NC(=O)c2cc([N+](=O)[O-])ccc2N2CCCCC2)c1	107	-1	.	-2	.	.	.	.	-0.9
Cc1ccc(S(=O)(=O)NCCC(=O)Nc2ncccc2O)cc1C	93	-4	13	4	-2	-1	-1	-1	-1.0
CCOC(=O)C1=C(COc2ccccc2)NC(=O)NC1c1ccc(Cl)cc1 (stereo not drawn)	95	6	9	16	6	-9	14	0	1.7
CCOc1ccc(S(=O)(=O)NCCC(=O)OCC(=O)c2ccc(NC(C)=O)cc2)cc1	106	1	1	11	-6	9	20	1	-0.3
O=C(O)c1ccc(CNC(=O)c2ccc3c(c2)OCCO3)cc1	92	-3	3	5	-4	12	1	-4	1.7
COC(=O)C1=C(C)NC(=O)NC1c1ccc(-c2ccc(F)cc2)o1 (stereo not drawn)	84	-2	1	0	8	-6	2	5	-1.9
CCOc1cc(NC(=O)C2CCCO2)c(OCC)cc1NC(=O)C1CC1 (stereo not drawn)	90	0	-3	21	-1	4	-4	-3	-0.7
COC1(C)CC2C(CC1OC(=O)c1cc([N+](=O)[O-])cc([N+](=O)[O-])c1)C2(C)C (stereo not drawn)	77	2	3	-15	0	3	6	-2	3.8
COCCCn1c(SCC(=O)Nc2ccc(NC(=O)c3ccco3)c(OC)c2)nc2ccccc2c1=O	105	-5	-4	0	1	9	-3	0	3.4
COC(=O)CSc1ccccc1C(=O)OC	105	-1	-3	-3	-2	2	-1	1	2.8
COc1ccc(C2/C(=C(/O)c3ccc4c(c3)CC(C)O4)C(=O)C(=O)N2Cc2cccnc2)cc1 (stereo not drawn)	82	-1	3	10	10	-13	-17	0	0.6
COc1ccc(NC(=O)CN(C)S(=O)(=O)c2ccc3c(c2)CC(C)N3C(C)=O)c(OC)c1 (stereo not drawn)	88	-2	8	6	2	-9	4	0	1.6
CCOC(=O)c1c(NC(=O)c2cnn3c2NC(c2cccc(OC)c2)CC3C(F)(F)F)sc2c1CCCC2 (stereo not drawn)	107	-2	-5	2	-1	5	1	1	1.9
Cc1ccc([N+](=O)[O-])c2c1C(N1CCCC1)C(C)(C)O2 (stereo not drawn)	111	7	-1	-36	13	6	-1	8	-1.6

High-throughput results as filed in PubChem BioAssay.
